PrPC surface inh = inhibitors of human cell surface prion protein PrPC, primary screen, cell-based, TR-FRET. Major prion protein (Homo sapiens), P04156. TR-FRET read-out. inhibition, % at 13.8 µM. hit rate 0.43% among 370,000. AID 720596, 2013; in the data active = inhibition above about 24%; also: 0% = median of the test wells and 100% = reference compound wells
BoNT F protease = BoNT/F light chain protease inhibitors, primary screen, biochemical, flow cytometry, MLPCN library; inhibition, % at 10 µM; Multiplex microsphere protease cleavage assay; hit rate 0.22% among 360,000; Botulinum neurotoxin type F light chain protease (Clostridium botulinum); in the data active = inhibition above about 35%, passing the limit was not always enough; inconclusive = no clear call, values can overlap the other calls; also: plate controls were buffer without enzyme for full effect and enzyme alone for no effect
Rv3671c protease = Rv3671c serine protease inhibitors, primary screen, biochemical, fluorescence polarization, M. tuberculosis H37Rv. P9WHR9. inhibition, % at 5.96 µM. hit rate 0.048% among 320,000. AID 2606, 2010; in the data active = inhibition above about 38%;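 also: extracellular domain of Rv3671c used as enzyme; 0% = enzyme with DMSO and 100% = no enzyme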
Target sequence (P9WHR9 whole entry, looked up, the tested form may be a part): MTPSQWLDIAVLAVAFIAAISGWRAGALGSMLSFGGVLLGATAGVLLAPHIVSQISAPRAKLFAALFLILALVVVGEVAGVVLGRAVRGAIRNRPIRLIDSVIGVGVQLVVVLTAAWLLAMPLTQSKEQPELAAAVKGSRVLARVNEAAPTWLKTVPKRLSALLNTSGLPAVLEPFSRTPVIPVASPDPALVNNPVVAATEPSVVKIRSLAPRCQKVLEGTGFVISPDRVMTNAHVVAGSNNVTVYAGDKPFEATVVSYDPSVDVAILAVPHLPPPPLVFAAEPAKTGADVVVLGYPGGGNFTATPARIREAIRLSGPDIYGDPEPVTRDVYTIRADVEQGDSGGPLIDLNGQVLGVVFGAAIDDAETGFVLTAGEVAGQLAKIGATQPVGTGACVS
Mtb BioA inh = M. tuberculosis BioA enzyme inhibitors, primary screen, biochemical, plate reader, single point, HTS. purified M. tuberculosis BioA enzyme. inhibition, % at 9.99 µM. hit rate 0.096% among 360,000. AID 602481, 2012; in the data active = inhibition above about 40%; inconclusive = no clear call, values can overlap the other calls
GDH-TPI counter = GDH-TPI coupling enzyme inhibitors, primary screen, artefact control for M. tuberculosis FBA inhibitor project, biochemical, absorbance, full deck. GDH-TPI coupled enzyme counterscreen, NADH absorbance. inhibition, % at 4.8 µM. hit rate 1.2% among 360,000; in the data active = inhibition above about 30%;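 also: 0% = DMSO wells and 100% = wells lacking the enzyme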
FadD28 FP inh = inhibitors of FadD28 bisubstrate probe binding, primary screen, biochemical, fluorescence polarization, single point; Mycobacterium tuberculosis FadD28 fatty-acid-AMP ligase; hit rate 0.22% among 360,000; inhibition, % at 12.5 µM; AID 588549, 2011; in the data active = inhibition above about 8.5%, passing the limit was not always enough; inconclusive = no clear call, values can overlap the other calls
Mtb UGM inh = M. tuberculosis UGM enzyme inhibitors, primary screen, biochemical, fluorescence polarization, single point; UDP-galactopyranose mutase (Mycobacterium tuberculosis (strain ATCC 25618 / H37Rv)), …; purified UGM, fluorescence polarization probe displacement; inhibition, % at 10 µM; hit rate 0.06% among 320,000; AID 504406, 2011; in the data active = inhibition above about 10%, passing the limit was not always enough; inconclusive = no clear call, values can overlap the other calls
Mtb FBA inh = Mtb FBA enzyme inhibitors, primary screen, biochemical, fluorescence, strain H37Rv. Fructose-bisphosphate aldolase (Mycobacterium tuberculosis (strain ATCC 25618 / H37Rv)), …. purified M. tuberculosis FBA, fluorescence read-out. inhibition, % at 1 µM. hit rate 2.3% among 360,000. AID 588726, 2011; in the data active = inhibition above about 27%;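 also: 0% = vehicle and 100% = reference inhibitor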
Target sequence (P9WQA3 whole entry, looked up): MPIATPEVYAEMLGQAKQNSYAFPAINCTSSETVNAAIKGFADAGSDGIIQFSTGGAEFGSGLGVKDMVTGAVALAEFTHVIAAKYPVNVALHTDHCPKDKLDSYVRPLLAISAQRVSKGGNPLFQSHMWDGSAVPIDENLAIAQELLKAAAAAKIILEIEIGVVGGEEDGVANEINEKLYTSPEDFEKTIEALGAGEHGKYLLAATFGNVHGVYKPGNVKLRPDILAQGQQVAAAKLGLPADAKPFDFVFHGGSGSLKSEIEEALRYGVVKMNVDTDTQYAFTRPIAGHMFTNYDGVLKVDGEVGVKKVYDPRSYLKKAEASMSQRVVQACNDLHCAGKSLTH
MazEF act = activators of E. coli MazEF toxin-antitoxin RNase, primary screen, biochemical, fluorescence, uHTS; hit rate 0.32% among 350,000; FAM/BHQ RNA-DNA oligo cleavage fluorescence, 5 h; Endoribonuclease toxin MazF (Escherichia coli (strain K12)), P0AE70; AID 504720, 2011; activation, % at 20 µM; in the data active = activation above about 50%
Target sequence (P0AE70 whole entry, looked up): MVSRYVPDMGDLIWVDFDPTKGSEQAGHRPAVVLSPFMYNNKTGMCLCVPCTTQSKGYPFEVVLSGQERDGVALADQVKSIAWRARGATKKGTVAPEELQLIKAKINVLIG
* marks the source's active call; other numbers are inactive results; ? = inconclusive; · = not tested or not shown; + = active, no number; & = joins results of further samples.

The first 2 compounds as a preview:
SMILES	PrPC surface inh	BoNT F protease	Rv3671c protease	Mtb BioA inh	GDH-TPI counter	FadD28 FP inh	Mtb UGM inh	Mtb FBA inh	MazEF act
Cc1ccccc1CSc1nnc(NC(=O)Cc2cccs2)s1	-45	-4	7	·	3	-1.8	0.8	6	5
Cc1oc2ccc(OCc3c(F)cccc3Cl)cc2c1C(=O)O	0	-17	6	·	5	-6.5	-0.2	-3	-4

Main list, from the first entry:
SMILES	PrPC surface inh	BoNT F protease	Rv3671c protease	Mtb BioA inh	GDH-TPI counter	FadD28 FP inh	Mtb UGM inh	Mtb FBA inh	MazEF act
Cc1ccccc1CSc1nnc(NC(=O)Cc2cccs2)s1	-45	-4	7	·	3	-1.8	0.8	6	5
Cc1oc2ccc(OCc3c(F)cccc3Cl)cc2c1C(=O)O	0	-17	6	·	5	-6.5	-0.2	-3	-4
CCCn1cc(SCC(=O)NC2CCCC2)c2ccccc21	-6	4	13	0.1	-3	-1.5	-0.5	3	-1
Cc1cc2nc(SC(C)C(=O)O)[nH]c2cc1C (stereo unspecified)	1	5	5	-2.0	0	-2.5	-1.1	4	9
CC(C(=O)Nc1ccc(C(=O)O)c(O)c1)N1C(=O)/C(=C\c2ccco2)SC1=S (stereo unspecified)	·	-5	-5	1.1	19	25*	-0.3	1	4
COC(=O)C1C(=O)c2c([nH]c(C(=O)OC3CCCC3)c2C)CC1C (stereo unspecified)	5	-6	7	-0.4	6	-3.4	0.8	0	2
Cc1nc2scc(C)n2c(=O)c1S(=O)(=O)N1CCN(c2ccccc2F)CC1	6	16	2	3.8	17	-1.0	-1.6	3	6
O=C(c1ccccc1)N1CCN=C1c1ccccc1	5	1	-3	-2.4	-13	-3.7	3.1	0	-3
Cc1cc(N2C(=O)CC(N3CCC(n4c(=O)[nH]c5ccccc54)CC3)C2=O)no1 (stereo unspecified)	6	5	-8	0.9	-4	-2.3	6.5	6	2
Cc1cc(C)n2c(SCC(=O)NCc3ccc4c(c3)OCO4)nnc2n1	-4	-5	0	1.6	9	-1.2	-2.9	0	-2
COc1ccc(Nc2nc(C(=O)N3CCc4ccccc4C3)cs2)cc1	8	-6	0	·	-4	-1.3	-2.2	2	-4
COc1ccc(N2CCN(c3cc(C(=O)NC4CCCCC4)ncn3)CC2)cc1OC	-7	-11	·	-1.5	6	1.1	·	2	·
O=C(/C=C/c1ccc(Cl)cc1)NC(=S)Nc1ccc(NC(=O)c2ccco2)cc1	2	-6	-217	·	20	-0.7	0.9	4	-4
Cn1nnnc1SCCNC(=O)C1CCC(=O)N(CCc2cccc(F)c2)C1 (stereo unspecified)	5	2	-7	14	2	0.5	0.5	1	-5
COc1ccc(C=O)cc1CN1CCCN(Cc2ccccc2F)S1(=O)=O	-3	-13	4	6.4	-5	·	0.0	-4	6
CC(C)C(C(=O)Nc1ccc(N2CCOCC2)cc1)N1C(=O)c2ccccc2C1=O (stereo unspecified)	6	-6	-1	-1.3	1	-2.7	0.2	0	2
Cc1ccc(C)c(CNc2ccc(S(=O)(=O)N3CCCCC3)cc2)c1	9	7	-6	-1.0	3	-2.8	2.2	1	-5
Cc1ccc(NC(=O)CCS(=O)(=O)c2cc3c(cc2Cl)NC(=O)CO3)cc1	-6	-3	-9	-5.3	6	-0.8	0.5	0	1
CC(=O)/C(N=Nc1cccc(C(F)(F)F)c1)=C(\C)O	7	-1	-6	·	15	-1.0	0.7	1	1
CN(C)CCNC(=O)c1cccc(-c2cnc3c(NC=O)cc(-c4ccc(C(=O)N5CCOCC5)cc4)cn23)c1	-27	-10	·	-2.8	7	0.2	·	3	·
CCn1nc(C(C)C(=O)O)c2ccccc2c1=O (stereo unspecified)	13	-6	7	1.5	3	0.8	-2.2	3	0
CC1CN(C(=O)Cc2ccc(-c3ccccc3)cc2)CC(C)O1 (stereo unspecified)	5	-3	1	0.5	1	-3.1	1.3	0	-2
COCCNc1nc2cc(-c3ccc(C)cc3)sc2c(=O)n1C	0	-5	·	-0.2	8	-1.7	·	8	·
CC1(C)Cc2c(sc(NC(=O)C3CC(Cl)=CCC3C(=O)O)c2C#N)CO1 (stereo unspecified)	3	-3	4	·	11	-1.5	0.7	3	2
CC1=C(C#N)C(c2cccnc2)C2=C(N1)c1ccccc1C2=O (stereo unspecified)	-45	-6	-7	-1.6	-1	-2.6	0.2	2	4
CCOc1ccc(N2CC(C(=O)Nc3c(C)n(C)n(-c4ccccc4)c3=O)CC2=O)cc1 (stereo unspecified)	-4	-3	-3	·	-3	-4.5	1.8	1	-5
CCOc1cc(C(=O)N2CCN(C/C=C/c3ccccc3)CC2)cc(OCC)c1OCC	8	0	4	1.6	-8	-2.0	-3.1	1	4
CN(C(=O)c1ccc(NC(=O)Cc2cccc(NC(=O)C3CCCN(C(=O)CCc4ccccc4)C3)c2)cc1)C1CC1 (stereo unspecified)	15	-2	·	0.4	-6	-0.7	·	0	9
O=C1C2C3C=CC(O3)C2C(=O)N1Nc1ccccc1 (stereo unspecified)	-10	-4	·	-1.2	5	-1.2	·	2	9
Cc1noc(C)c1CSc1ncnc2sc3c(c12)CCCCC3	-7	3	-7	-3.7	8	0.7	-0.9	9	-9
Cn1ncc(Br)c1C(=O)Nc1ccc(Br)cn1	8	3	1	-1.9	-4	1.5	-1.3	-1	1
Cc1cc(-c2ccccc2)nc2cc(C(=O)NCCCn3ccnc3)nn12	·	-2	-1	2.7	-2	-2.4	1.4	14	3
CC(=O)Nc1ccc(S(=O)(=O)NN=CCCc2ccccc2)cc1	-5	-3	·	0.7	-4	-4.3	·	-3	16
CN(C)CCCn1cnc2c1c(=O)[nH]c(=O)n2Cc1ccccc1	-9	-22	1	-0.5	9	-1.3	-0.8	2	14
CC1Oc2ccccc2N(CC(=O)NCCc2ccccc2)C1=O (stereo unspecified)	-2	-11	-3	-6.7	13	-0.2	-3.9	1	5
O=C(Cn1cnc2c(nnn2Cc2ccc(Cl)cc2)c1=O)NCc1ccco1	5	-12	-2	0.9	12	-2.7	0.7	0	1
NC(=O)CS(=O)(=O)c1nc2ccccc2n1CC(=O)N1CCCCC1	2	5	14	-0.3	7	-4.1	-0.2	-1	4
CNC(=O)C[C@@H]1C(=O)N(c2ccc(OC)cc2)CC1(C)C	-4	-8	·	·	0	-1.8	·	0	5
O=C(O)c1ccc(-c2nc3ccccc3[nH]2)cc1	-1	0	-8	·	5	-1.1	0.6	+	4
COC(=O)c1ccc(Sc2ccc(F)cc2)c(N)c1	·	-12	0	·	1	-2.4	2.3	8	-5
COc1ccc(C(=O)NCCc2cn3ccc(C)cc3n2)cc1	-9	-4	-1	-0.4	6	-0.8	-2.0	6	-14
O=c1cnnc(N/N=C/c2cccs2)[nH]1	-4	-6	5	·	17	2.5	-1.2	2	2
O=C(CN1CCN(c2nc(-c3ccc(F)cc3)cs2)CC1)Nc1ccc2c(c1)OCO2	-8	-6	1	-0.9	13	-2.3	-1.7	0	0
CCCN(C(=O)CCNC(=O)Cn1cnc2ccccc2c1=O)c1cccc(C)c1	0	13	-6	0.7	-3	0.4	1.2	-1	-1
NCC(=O)c1cccc2ccc[n+]([O-])c12	-2	?	5	-1.4	8	-0.3	-0.5	3	7

Five structures out of the list, arranged by count of non-hydrogen atoms, lowest first:
SMILES	PrPC surface inh	BoNT F protease	Rv3671c protease	Mtb BioA inh	GDH-TPI counter	FadD28 FP inh	Mtb UGM inh	Mtb FBA inh	MazEF act
NCC(=O)c1cccc2ccc[n+]([O-])c12	-2	?	5	-1.4	8	-0.3	-0.5	3	7
CN(C)CCCn1cnc2c1c(=O)[nH]c(=O)n2Cc1ccccc1	-9	-22	1	-0.5	9	-1.3	-0.8	2	14
O=C(Cn1cnc2c(nnn2Cc2ccc(Cl)cc2)c1=O)NCc1ccco1	5	-12	-2	0.9	12	-2.7	0.7	0	1
CCCN(C(=O)CCNC(=O)Cn1cnc2ccccc2c1=O)c1cccc(C)c1	0	13	-6	0.7	-3	0.4	1.2	-1	-1
O=C(CN1CCN(c2nc(-c3ccc(F)cc3)cs2)CC1)Nc1ccc2c(c1)OCO2	-8	-6	1	-0.9	13	-2.3	-1.7	0	0

Additional compounds follow.
SMILES	PrPC surface inh	BoNT F protease	Rv3671c protease	Mtb BioA inh	GDH-TPI counter	FadD28 FP inh	Mtb UGM inh	Mtb FBA inh	MazEF act
COc1ccc(OC)c(NC(=O)CCN2CCN(CCO)CC2)c1	5	-19	8	3.0	3	-0.5	0.2	3	4
CC1(C)CCCC2(C)C1CCC1(C)OC(=O)CCC12 (stereo unspecified)	-1	-2	·	0.2	3	-3.1	·	-1	·
COc1cc(NC(=O)CCn2c(=S)oc3ccccc32)cc(OC)c1OC	-2	2	3	0.8	4	0.4	2.0	4	1
COc1ccc(CCN2C(=O)CC(NNC(=O)c3ccccc3Br)C2=O)cc1OC (stereo unspecified)	3	0	-6	-1.1	2	-0.6	2.3	-2	1
C[C@]12CC[C@@H]3c4ccc(O)cc4CC[C@H]3[C@@H]1CCC2=O	0	0	-2	0.4	5	-1.2	-1.3	7	4
Cc1c(CN(C)C(=O)/C=C/c2ccc([N+](=O)[O-])cc2)cnn1C	-29	-3	-4	·	13	-3.8	5.1	-4	-4
COc1ccc(CNC(=O)NC(C)(C)c2cccc(C(C)(C)NC(=O)NCc3ccc(OC)cc3)c2)cc1	4	6	-9	·	12	-1.6	0.2	1	0
CC(=O)c1ccc(NC(=O)N2CCN(c3cccc(Cl)c3)CC2)cc1	20	17	0	15	-2	-3.2	0.0	4	1
COc1cccc(NC(=O)Cn2cc3c(n2)CCCCC3)c1	5	4	-1	0.2	-11	-3.3	0.1	1	-3
O=S(=O)(/N=C(/Nc1ccccn1)c1ccccc1)c1ccc(Cl)cc1	7	1	6	·	13	-3.3	1.9	3	0
c1ccc(-n2c(SCc3nc(-c4cccs4)no3)nnc2-c2ccco2)cc1	1	-7	-5	·	1	-0.3	0.8	-1	-7
CCCCNS(=O)(=O)c1ccc2c(c1)oc(=O)n2CC(=O)OCC	5	-1	10	0.5	-13	-2.5	1.5	0	3
CCC(C)NC(=O)C1CCN(S(=O)(=O)c2cccs2)CC1 (stereo unspecified)	-2	0	-4	·	1	-2.9	-1.2	3	7
O=C(Cn1cnc2scc(-c3cccc([N+](=O)[O-])c3)c2c1=O)NCc1ccco1	-33	5	-4	·	6	-2.6	1.2	3	4
C[C@@H]1CN=C2N(CCNC(=O)CCC3CCCCC3)[C@H](Cc3ccc(O)cc3)CN21	3	-13	-6	-1.6	3	-0.1	0.4	-2	4
CC(C)CNC(=O)NC(=O)COC(=O)c1cc(F)cc(F)c1	-1	-4	7	·	2	0.0	2.5	2	3
Cc1ccc(C)c(S(=O)(=O)Nc2ccc(O)c(Sc3ncn[nH]3)c2)c1	-3	-5	-5	·	-4	-2.2	4.5	-2	11
CC(CCc1ccccc1)NC(=O)CN(C)Cc1ccccc1F (stereo unspecified)	5	2	-10	0.5	1	-4.5	-0.9	0	1
Nc1ncc(Br)cc1S(=O)(=O)NCCC(=O)NC1CCCCC1	3	0	1	-2.4	10	-0.6	1.4	4	11
COc1ccc(CNC(=O)CN(Cc2ccco2)C(=O)CCC(=O)Nc2ccccn2)cc1	-10	-5	-4	13	2	-3.0	4.4	3	1
COc1ccc(C2(O)CCN(CC(=O)Nc3nc(-c4ccccc4)cs3)CC2)cc1	-8	-3	-9	-1.6	2	-2.7	1.1	-3	-5
NC1=NC(=O)/C(=C\c2cccs2)S1	-19	8	3	-0.4	48*	-2.9	1.8	-9	7
COC1=C(NCc2ccc3c(c2)OCO3)C(=O)C(OC)=C(NCc2ccc3c(c2)OCO3)C1=O	0	-1	·	·	1	-3.4	·	0	3
C[C@@H]1CN([C@H](C)CO)C(=O)CCCn2nncc2CO[C@@H]1CN(C)S(=O)(=O)c1cn(C)cn1	-7	0	·	-0.4&-2.6	-8	-3.7	·	-2	6

Screening results: PubChem, several laboratories
